MIN6 prolif = MIN6 beta-cell proliferation induction; MIN6 cells proliferation, ATPlite luminescence, 48 h; cells starved in 0.2% serum; 100% = growth in 10% serum; proliferation, % at 10 µM; 330,000 compounds, 0.29% hits;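 active = compounds whose signal lies at least 3.5 SD above the mean of all wells on their plate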;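 also: 0% = DMSO-treated cells in low-serum medium and 100% = 10% serum control; some compounds called inactive have numbers as strong as hits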
A3A deaminase = inhibitors of human APOBEC3A DNA deaminase; 330,000 compounds, 0.41% hits; inhibition, % at 20 µM; P31941; recombinant A3A, FAM/TAMRA ssDNA deamination fluorescence;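 active = at least 40% inhibition at 20 µM here, with at most 30% in a related deaminase screen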;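 also: plate controls were A3A with DMSO for no effect and wells lacking A3A enzyme for full effect; some results filed as inactive read as strong as hits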
Target sequence (P31941 whole entry, looked up): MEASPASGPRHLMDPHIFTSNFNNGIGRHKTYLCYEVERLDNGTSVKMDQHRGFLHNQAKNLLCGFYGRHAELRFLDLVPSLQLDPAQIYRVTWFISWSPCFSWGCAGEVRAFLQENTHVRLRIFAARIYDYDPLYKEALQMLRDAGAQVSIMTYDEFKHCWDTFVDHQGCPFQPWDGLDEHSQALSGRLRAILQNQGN
mIAP act = mouse IAP activation. muIAP, CDP-Star luminescence, 30 min; hits give high values; 1 = vehicle-only enzyme signal, 0 = enzyme-free wells. activation factor at 10 µM. 330,000 compounds, 0.24% hits. AID 2805;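 active = activation factor of at least 2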; also: the source names both 10 and 20 µM as test concentration; values of inactives mirror those of a sister screen read the other way
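Assay system: mouse IAP enzyme; Reagent: CDP-Star chemiluminescent phosphatase substrate; Compound: DMSO-dissolved test compounds; Incubation: 30 min, room temperature; Technique: luminescence from enzymatic CDP-Star hydrolysis; Controls: DMSO-only wells and no-enzyme negative control.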
APOBEC3G inh = APOBEC3G (human) deaminase inhibition; AID 493012; Q9HC16; 330,000 compounds, 0.28% hits; recombinant A3G, ssDNA deamination FAM/TAMRA fluorescence; inhibition, % at 20 µM;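 active = inhibition of at least 40% at 20 µM, with no more than 30% in the related APOBEC3A deaminase screen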;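 also: plate controls were DMSO wells with A3G for no effect and wells lacking A3G enzyme for full effect; some compounds called inactive have numbers as strong as hits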
Target sequence (Q9HC16 whole entry, looked up): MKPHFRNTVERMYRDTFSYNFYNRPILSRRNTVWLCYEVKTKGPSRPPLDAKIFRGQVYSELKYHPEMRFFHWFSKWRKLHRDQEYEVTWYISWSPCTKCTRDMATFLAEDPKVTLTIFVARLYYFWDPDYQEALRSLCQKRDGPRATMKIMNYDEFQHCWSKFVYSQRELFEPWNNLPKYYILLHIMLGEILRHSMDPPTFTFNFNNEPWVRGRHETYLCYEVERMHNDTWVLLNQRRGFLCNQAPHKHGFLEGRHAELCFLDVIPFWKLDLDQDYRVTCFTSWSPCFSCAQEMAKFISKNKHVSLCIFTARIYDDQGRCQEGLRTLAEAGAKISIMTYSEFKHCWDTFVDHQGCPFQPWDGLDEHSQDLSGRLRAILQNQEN
NALP3 yeast inh = blocks the NALP3 inflammasome reconstituted in yeast; Yeast reconstituted NLRP3/ASC/caspase-1, beta-gal luminescence, 24 h; inhibition, % at 10 µM; 330,000 compounds, 0.39% hits; AID 2825;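 active = inhibition of 50% or more; inactive = inhibition below 50%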;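 also: plate controls were induced DMSO wells for no effect and uninduced yeast grown without galactose for full effect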
TIM10 inh = inhibits growth of TIM10 yeast strain; S. cerevisiae TIM10 strain growth, BacTiter-Glo luminescence, 24 h; inhibition, % at 10 µM; 330,000 compounds, 1.4% hits; AID 463195;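 active = inhibition of 40% or more at the single tested concentration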;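 also: wild-type TIM10 isogenic control strain grown at permissive 25 °C; 0% = DMSO yeast wells and 100% = minimal medium wells without yeast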
mIAP inh = mouse IAP inhibition. purified mouse IAP, CDP-Star luminescence, 30 min. inhibition, % at 10 µM. 330,000 compounds, 0.2% hits;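 active = inhibition of at least 40% at 10 µM in the primary screen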;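 also: plate controls were DMSO with enzyme for no effect and no enzyme wells for full effect; values of inactives mirror those of a sister screen read the other way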
tim10-1 inh = inhibits growth of tim10-1 mutant yeast. S. cerevisiae tim10-1 ts strain growth, BacTiter-Glo, 24 h. 330,000 compounds, 2.2% hits. inhibition, % at 20 µM;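 active = inhibition of at least 40%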;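 also: mutant grown at 25 °C; 0% = DMSO wells with yeast and 100% = wells holding no yeast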
hIAP inh = human IAP inhibition. P09923. purified IAP, CDP-Star luminescence, 30 min. inhibition, % at 10 µM. 330,000 compounds, 0.12% hits. AID 2544;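 active = inhibition reaching a set limit with compound at 10 µM in the primary screen, cut at about 35% in these data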;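 also: plate controls were DMSO wells with enzyme for no effect and no-enzyme buffer wells for full effect; values of inactives mirror those of a sister screen read the other way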
Target sequence (P09923 whole entry, looked up): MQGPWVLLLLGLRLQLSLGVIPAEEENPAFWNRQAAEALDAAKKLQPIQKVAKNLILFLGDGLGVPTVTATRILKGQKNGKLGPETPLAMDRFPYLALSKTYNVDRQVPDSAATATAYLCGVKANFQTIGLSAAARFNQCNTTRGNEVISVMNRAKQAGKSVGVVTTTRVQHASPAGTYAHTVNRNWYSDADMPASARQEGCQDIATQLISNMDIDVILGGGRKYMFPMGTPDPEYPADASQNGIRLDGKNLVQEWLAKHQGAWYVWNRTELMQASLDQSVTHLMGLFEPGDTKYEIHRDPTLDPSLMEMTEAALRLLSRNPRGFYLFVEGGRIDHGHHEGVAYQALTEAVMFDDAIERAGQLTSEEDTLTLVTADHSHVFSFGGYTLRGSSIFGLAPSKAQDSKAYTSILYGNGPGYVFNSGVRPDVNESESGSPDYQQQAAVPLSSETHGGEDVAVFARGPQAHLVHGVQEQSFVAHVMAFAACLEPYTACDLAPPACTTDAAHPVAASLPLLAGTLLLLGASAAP
An asterisk follows results filed as active.

| SMILES | MIN6 prolif | A3A deaminase | mIAP act | APOBEC3G inh | NALP3 yeast inh | TIM10 inh | mIAP inh | tim10-1 inh | hIAP inh |
| --- | --- | --- | --- | --- | --- | --- | --- | --- | --- |
| COc1ccc(C)cc1NC(=O)c1nnn(CCc2ccccc2)c1N | 0 | -1 | 1 | -7 | 12 | 22 | -2 | 4 | 10 |
| c1ccc(-c2cn(C[C@H]3CC[C@@H]([C@@H]4CC[C@H](Cn5cc(-c6ccccn6)nn5)O4)O3)nn2)nc1 | 4 | -2 | 1 | -9 | 11 | -4 | -4 | -4 | 1 |
| O=C(O)c1ccc(S(=O)(=O)N(Cc2cccs2)CC2CCCO2)cc1 (stereo not drawn) | 4 | -2 | 1 | -4 | 0 | 3 | -3 | 3 | 4 |
| COc1ccc(NC(=O)N(C)C[C@H]2Oc3ccc(NC(=O)NC4CCCCC4)cc3C(=O)N([C@H](C)CO)C[C@@H]2C)cc1 | -2 | -3 | 2.1* | -6 | -7 | 3 | -105 | -2 | 4 |
| Cc1ccc(C(=O)Nc2nc(=O)n(C(=O)C3CC3)s2)cc1 | -4 | -3 | 0.99 | -4 | 2 | 17 | 1 | 17 | -3 |
| Cc1cccc(-n2nnnc2SCC(=O)NCCN2C(=O)CSC2=O)c1 | 1 | 4 | 1 | -4 | 0 | -9 | -5 | 17 | 6 |
| CSc1nc(Sc2ccccc2Cl)c2ccccc2n1 | -3 | -3 | 0.91 | -7 | 24 | 6 | 10 | 3 | 1 |
| Cc1cc(C)c(C(=O)CSc2nc(C)cc(=O)[nH]2)c(C)c1 | -2 | -1 | 1 | -17 | 21 | 4 | -1 | 11 | -1 |
| CCC(C)N(C(=O)c1csnn1)C(C(=O)NCc1ccc(F)cc1)c1ccccc1F (stereo not drawn) | -1 | -1 | 0.97 | -7 | 26 | -15 | 3 | 9 | 2 |
| Cc1ccc(CONC(=O)c2cccc([N+](=O)[O-])c2)cc1 | -4 | -1 | 0.95 | -2 | 12 | -1 | 5 | 3 | -9 |
| CNC(=O)c1c(NC(=O)C2=COCCO2)sc(C)c1C | -1 | -1 | 0.88 | 1 | 4 | 1 | 12 | 30 | -30 |
| Cc1cccc(Nc2nnc(SCC(=O)Nc3ccc(C(=O)O)cc3)s2)c1 | -4 | -2 | 1 | -15 | -1 | 6 | -1 | 14 | 1 |
| CC1(C)Oc2ccc3ccc(=O)oc3c2/C(=N/O)C1=O | -3 | -5 | 0.99 | -6 | -10 | 13 | 1 | 15 | 0 |
| Fc1ccc(C(c2nnnn2Cc2cccs2)N2CCN(c3ccccc3)CC2)cc1 (stereo not drawn) | -5 | -5 | 1.2 | -9 | -2 | 33 | -15 | 26 | 1 |
| COCCCn1c(=O)c2sccc2n(Cc2cccc(C)c2)c1=O | -1 | 1 | 1.1 | -6 | 9 | 7 | -7 | 13 | -27 |
| CCCOc1nc2c(c(=O)n(C)c(=O)n2C)n1CCC | -2 | 3 | 0.98 | 0 | 11 | -1 | 2 | -9 | -14 |
| CC(C)CNS(=O)(=O)c1ccc2c(c1)OCCO2 | 0 | 0 | 0.9 | -1 | 12 | 6 | 10 | 24 | 10 |
| COc1cccc(CNS(=O)(=O)c2ccc3c(c2)oc(=O)n3C)c1 | -6 | -2 | 0.97 | 0 | 2 | 6 | 3 | 19 | -19 |
| Cc1ccc(S(=O)(=O)N2CCC(C(=O)OCc3ccccc3)CC2)cc1C | 3 | -1 | 0.99 | -7 | 17 | -9 | 1 | 8 | -1 |
| COc1ccccc1N1CCN(C(=O)C(=O)c2c[nH]c3ccccc23)CC1 | -2 | 5 | 0.94 | 1 | 14 | 9 | 6 | 0 | 3 |
| COC(=O)CCCC1=CC2=CC(=O)C(C)(OC(=O)c3cccs3)C(=O)C2=CN1Cc1ccco1 (stereo not drawn) | -2 | 27 | 0.84 | 6 | 22 | -1 | 16 | -11 | 8 |
| COc1cccc(NC(=O)c2ccc3c(c2)N(CC(=O)N2CCOCC2)C(=O)C(C)(C)O3)c1 | -1 | -4 | 0.98 | -8 | 6 | 11 | 2 | -3 | -10 |
| Cc1cccc2c1nc(-c1ccccc1)n1nnnc21 | -1 | 1 | 0.8 | -6 | -32 | -3 | 20 | 18 | 7 |
| CCCN(CC(=O)Nc1ccccc1OC)C(=O)c1nc2nc(C)ccn2n1 | 1 | 7 | 1 | -1 | 16 | 5 | -3 | 3 | -3 |
| O=S(=O)(c1cc(Cl)ccc1Cl)N1CCCC1 | -1 | 0 | 1.1 | -1 | 16 | -18 | -7 | 10 | -4 |
| NC(=O)N/N=C/c1cccc(OCc2ccc(F)cc2)c1 | -2 | 0 | 1 | -2 | 10 | -4 | -2 | 14 | 4 |
| COc1ccc(-c2[nH]ncc2CN2CCN(C(=O)c3cccs3)CC2)c(F)c1 | -3 | -3 | 1 | -4 | 16 | 3 | -2 | -10 | -16 |
| CCC(=O)Nc1ccc(C2=Nn3c(nnc3C(C)C)SC2)cc1 | -6 | 4 | 0.96 | -1 | 0 | 6 | 4 | -4 | -9 |
| CCOCCCNC(=O)C1CCCN1C(=O)Nc1ccccc1[N+](=O)[O-] (stereo not drawn) | -4 | 1 | 0.95 | -9 | -3 | -9 | 5 | 11 | 4 |
| C/C(=N\NC(=O)CNC(=O)c1ccccc1Br)c1ccco1 | -2 | -1 | 0.92 | -9 | 13 | 7 | 8 | -9 | 13 |
| CC1(C(=O)NCCN2CCOCC2)C=CCN1C(=O)c1ccccc1 (stereo not drawn) | 3 | -3 | 1.1 | -12 | 1 | 4 | -9 | -1 | -3 |
| Cc1ccc(/C=N/NC(=O)Cn2nnc(N)n2)cc1 | 3 | 4 | 0.93 | 3 | 7 | -17 | 7 | 11 | 3 |
| O=C(CN1CCN(c2cccc(Cl)c2)CC1)Nc1ccc([N+](=O)[O-])cc1C(=O)Nc1ccccc1F | -5 | 0 | 0.91 | -3 | 10 | 17 | 9 | 17 | -2 |
| O=c1oc2cc(Cl)ccc2n1CSc1nc2ccccc2s1 | 0 | 6 | 1.1 | 11 | 11 | -37 | -8 | -3 | -9 |
| CCCC(=O)Nc1ccc2c(c1)nc1n2CCOC1 | -1 | -2 | 0.99 | -7 | 2 | -6 | 1 | -1 | 19 |
| Cc1nn(-c2ccc(C(=O)O)cc2)c(=O)c2ccccc12 | 0 | 1 | 0.9 | -3 | 7 | 0 | 10 | 9 | 3 |
| CC(C)(C)NCCOCCOc1ccccc1-c1ccccc1 | 0 | -2 | 0.92 | -9 | 7 | -6 | 8 | 0 | -20 |
| CCOC(=O)C(NC(=O)c1cccc(Cl)c1)(OCc1ccc(F)cc1)C(F)(F)F (stereo not drawn) | -5 | 2 | 0.96 | -5 | -6 | 17 | 4 | 12 | 5 |
| CC(C)Cn1c(SCC(=O)N2CCc3ccccc3C2)nc(O)cc1=O | 1 | -3 | 0.89 | -5 | -11 | -6 | 11 | 5 | -3 |
| CC(C)(O)c1cc2ccc(C#CCCN3C(=O)c4ccccc4C3=O)cc2c(=O)o1 | 5 | -4 | 1.2 | -7 | 13 | -2 | -16 | 4 | 6 |
| Cc1ccc(S(=O)(=O)NCc2ccccn2)cc1C | -3 | -2 | 0.96 | -7 | 9 | 15 | 4 | 14 | 30 |
| Cc1ccc(C(=O)N2CCN(c3ccccc3)CC2)cc1S(=O)(=O)N1CCOCC1 | -2 | -5 | 0.9 | -8 | 13 | 14 | 10 | 23 | 9 |
| Cc1ccc(N=N/C(=C\O)C(=O)c2ccncc2)cc1 | -2 | -4 | 0.87 | -7 | 18 | 6 | 13 | 13 | -5 |
| CS(=O)(=O)c1ccc(Cl)c(NC(=O)CCCSc2ccccc2)c1 | 2 | -1 | 0.96 | -14 | 9 | 4 | 4 | -9 | 11 |
| CCNc1nc(OC)nc(SCC(N)=O)n1 | 2 | 0 | 1.1 | -6 | 10 | 0 | -11 | -2 | 11 |
| COc1ccc(C2=NN(c3ccccc3)C(c3ccc(OC)c(OC)c3)C2)cc1 (stereo not drawn) | -3 | -5 | 1.3 | -7 | 19 | -1 | -26 | -9 | -47 |
| COc1ccc(CN2CCN(Cc3ccc4cc(F)ccc4n3)CC2CCO)c(C)c1C (stereo not drawn) | -3 | -6 | 0.89 | -8 | 21 | -1 | 11 | 14 | 3 |
| O=C(O)[C@@H]1CCCN1C(=O)c1ccccc1N1C(=O)[C@@H]2Cc3c([nH]c4ccccc34)C(c3cccc(Cl)c3)N2C1=O (stereo partly drawn) | -3 | -1 | 0.91 | -6 | 19 | 6 | 9 | 5 | -3 |
| Cc1cc(C)c(/C=N/NC(=O)c2nnn(-c3nonc3N)c2CN2CCC(C)CC2)c(C)c1 | 0 | -2 | 0.84 | -5 | -4 | -1 | 16 | 15 | 1 |
| CCCc1cc2c(=O)c(-c3ccccn3)c(C)oc2cc1O | -2 | 0 | 0.96 | -2 | 10 | 8 | 4 | -10 | 16 |

Next section
| SMILES | MIN6 prolif | A3A deaminase | mIAP act | APOBEC3G inh | NALP3 yeast inh | TIM10 inh | mIAP inh | tim10-1 inh | hIAP inh |
| --- | --- | --- | --- | --- | --- | --- | --- | --- | --- |
| CCOC(=O)N1CCN(C(=O)CNCc2cccs2)CC1 | -3 | -4 | 0.94 | -7 | -1 | 13 | 6 | 2 | 7 |
| Cn1c(=O)c2nc(-c3ccccc3)oc2c2ccccc21 | 3 | -3 | 1 | -6 | 26 | 59* | -4 | 55* | 7 |
| O=c1cc(N2CCN(c3ccc(F)cc3)CC2)[nH]c(=O)n1C1CCCCC1 | -1 | -7 | 0.96 | -3 | 22 | -5 | 4 | 7 | -11 |
| CCOC(=O)Cc1cc(=O)n(-c2nc3ccccc3s2)[nH]1 | -5 | 6 | 0.81 | 16 | 3 | 6 | 18 | 30 | 10 |
| c1ccc(CN2c3ccccc3-c3nc4ccccc4n3C2c2ccccn2)cc1 (stereo not drawn) | -5 | 2 | 1.4 | -2 | -6 | 33 | -36 | 37 | 8 |
| CCN(CC(=O)Nc1c(F)cccc1F)C(=O)CN1C(=O)C2CCCCC2C1=O (stereo not drawn) | -1 | -5 | 0.97 | -6 | 10 | -7 | 3 | -3 | -2 |
| Cc1ccc2c(c1)N(C(=O)CCC(=O)N1CCN(c3ccccc3)CC1)CCO2 | 2 | -4 | 1 | -4 | 8 | 7 | -3 | 15 | 11 |
| CC(=O)Nc1ccc(NC(=O)C2CCN(c3ccc(C(F)(F)F)cn3)CC2)cc1 | -3 | -1 | 0.9 | -5 | 18 | 5 | 10 | -5 | 14 |
| OC1(c2ccc(Cl)cc2)CCN(Cc2cn[nH]c2-c2ccccc2)CC1 | -2 | -3 | 1.1 | -6 | 6 | 6 | -7 | -16 | -18 |
| COc1ccc(N2CCN(CCNC(=O)c3ccc4nc5ccccc5c(=O)n4c3)CC2)cc1 | -3 | -1 | 1.2 | -2 | 30 | 9 | -20 | 28 | -7 |
| COC(=O)c1cc(Br)c(=O)n(CCc2ccc(O)cc2)c1 | 0 | -3 | 0.97 | -8 | 2 | 10 | 3 | -12 | -6 |
| C=CCn1c(-c2ccco2)n[nH]c1=S | 0 | -18 | 0.97 | 32 | -7 | 7 | 2 | 4 | -8 |
| CCc1ccc(OCC(=O)N/N=C\c2ccco2)c([N+](=O)[O-])c1 | -1 | 43* | 0.85 | 14 | 16 | -3 | 15 | 14 | 3 |
| O=C(Nn1cnnc1)c1ccccc1CCc1ccccc1 | 2 | -2 | 0.98 | -6 | 7 | 6 | 2 | -5 | -2 |
| Cc1c(NC(=O)COc2cccc(Br)c2)c(=O)n(-c2ccccc2)n1C | -2 | -5 | 0.99 | -1 | 1 | -11 | 1 | 3 | -2 |

Screening results from PubChem BioAssay.
